Screens as filed in PubChem BioAssay.
Scp-1 inhibitor: Scp-1 (human) phosphatase inhibition; Q9GZU7; Recombinant Scp1, phosphopeptide, malachite green phosphate absorbance; inhibition, % at 20 µM; hit rate 0.88% among 340,000;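 active means inhibition above about 50% at 20 µM, limit read from the data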;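 further: plate controls were DMSO wells with enzyme for no effect and wells lacking enzyme for full effect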
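Incubation: 45 min enzyme reaction at room temperature / System: truncated SCP-1 phosphatase (76-261aa) / Reagent: Phospho 17-mer peptide substrate / Buffer or medium: Acidic Tris acetate buffer with magnesium and detergent / Signal: absorbance at 630 nm / Doses: one concentration, 20 µM, with 1.0% DMSO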
DNMT1 block: inhibitors of human DNMT1 | hit rate 0.83% among 360,000 | inhibition (reported as % activation of signal), % at 10 µM | P26358 | DNMT1 molecular beacon, Hinp1I cleavage, fluorescence; in the data active means inhibition above about 50%
Target sequence (P26358 504-1616 limits assumed): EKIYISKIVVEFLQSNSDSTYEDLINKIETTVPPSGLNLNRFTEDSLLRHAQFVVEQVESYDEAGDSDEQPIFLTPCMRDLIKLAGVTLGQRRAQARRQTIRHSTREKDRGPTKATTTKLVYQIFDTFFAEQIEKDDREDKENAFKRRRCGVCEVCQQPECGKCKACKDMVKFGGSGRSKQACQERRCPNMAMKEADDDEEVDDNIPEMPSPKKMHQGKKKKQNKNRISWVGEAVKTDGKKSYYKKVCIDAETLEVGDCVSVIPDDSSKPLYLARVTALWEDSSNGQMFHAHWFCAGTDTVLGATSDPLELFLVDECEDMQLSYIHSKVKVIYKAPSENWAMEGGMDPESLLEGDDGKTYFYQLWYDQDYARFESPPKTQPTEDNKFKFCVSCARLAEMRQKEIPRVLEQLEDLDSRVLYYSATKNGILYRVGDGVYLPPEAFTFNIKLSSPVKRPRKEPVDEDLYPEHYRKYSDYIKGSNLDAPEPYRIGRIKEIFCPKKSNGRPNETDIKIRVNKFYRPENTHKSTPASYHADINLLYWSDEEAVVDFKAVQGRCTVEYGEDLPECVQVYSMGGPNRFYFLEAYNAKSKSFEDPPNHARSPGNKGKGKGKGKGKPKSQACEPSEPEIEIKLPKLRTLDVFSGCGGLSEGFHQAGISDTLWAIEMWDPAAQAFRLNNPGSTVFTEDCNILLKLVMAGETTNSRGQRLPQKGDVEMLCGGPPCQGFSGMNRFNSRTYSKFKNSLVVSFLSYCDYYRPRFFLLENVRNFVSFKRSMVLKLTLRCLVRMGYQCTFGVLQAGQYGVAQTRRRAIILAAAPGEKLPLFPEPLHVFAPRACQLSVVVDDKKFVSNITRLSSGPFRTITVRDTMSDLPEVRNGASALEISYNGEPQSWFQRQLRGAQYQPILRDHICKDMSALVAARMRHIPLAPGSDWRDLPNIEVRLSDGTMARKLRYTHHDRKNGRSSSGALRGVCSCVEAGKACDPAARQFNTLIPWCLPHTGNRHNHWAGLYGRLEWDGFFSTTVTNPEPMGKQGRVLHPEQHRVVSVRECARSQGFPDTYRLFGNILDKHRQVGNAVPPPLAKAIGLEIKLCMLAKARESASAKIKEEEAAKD
Tb MetRS inh: blocks T. brucei methionyl-tRNA synthetase activity; purified T. brucei MetRS, ATP depletion, Kinase-Glo luminescence; inhibition, % at 11.9 µM; hit rate 0.4% among 360,000; AID 624268;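 active means inhibition above a per-plate cutoff of the control wells' mean inhibition plus 3 SD, cut at about 5.5% in these data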;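 further: 0% = DMSO wells median and 100% = median of wells with control inhibitor compound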
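Material: parasite MetRS enzyme / Replication: singlicate, one well per compound / Signal: luminescence of leftover ATP / Schedule: 2 h aminoacylation at 25 °C after 15 min preincubation / Medium: HEPES-MgCl2-KCl buffer plus DTT, spermine, BSA, pyrophosphatase / Doses: 11.9 µM single point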
LMPTP block: blocks human LMPTP phosphatase. recombinant LMPTP-A, OMFP fluorogenic substrate, fluorescence intensity. hit rate 0.22% among 360,000. inhibition, % at 20 µM. AID 651560;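 active means compounds that cut the enzyme signal by at least half of the control window in the single-dose screen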;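 further: plate controls were DMSO wells with enzyme plus substrate for no effect and substrate without enzyme for full effect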
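Test system – LMPTP-A phosphatase enzyme · Quantity – 0.625 nM LMPTP-A final · Reagent – OMFP substrate, 400 µM final · Dosing – one test concentration per compound, 20 µM, with 3% DMSO overall · Timing – 50 min enzyme reaction at room temperature, protected from light · Detection – fluorescence intensity · Controls – substrate-only low control, DMSO enzyme-plus-substrate high control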
STEP inh: blocks human striatal-enriched tyrosine phosphatase. P54829. recombinant STEP, OMFP fluorogenic substrate, fluorescence. inhibition, % at 20 µM. hit rate 0.25% among 360,000;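 active means inhibition at 20 µM, scaled per plate between control wells, above about 37%, limit read from the data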;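 further: 0% = DMSO with enzyme and substrate and 100% = substrate only without enzyme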
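System: STEP (striatal-enriched tyrosine phosphatase) enzyme, cell-free; medium: Bis-Tris pH 6.0 buffer with DTT, detergent; dosing: 20 µM, 1% DMSO; times: reaction 20 min, ambient temperature; detection: fluorescence, 480/540 nm; read-out basis: normalized % inhibition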
PABP1 MLLE inh: blocks PAM2 peptide binding to the PABP1 MLLE domain; P11940; GST-MLLE / FITC-PAM2 fluorescence polarization; inhibition, % at 20 µM; hit rate 0.36% among 360,000; in the data active means inhibition above about 35%, passing the limit was not always enough;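 further: plate controls were DMSO wells with GST-MLLE for no effect and wells lacking GST-MLLE protein for full effect; some results filed as inactive read as strong as hits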
SUMO1-SIM PPI: SUMO1-SIM interaction modulation | hit rate 0.33% among 360,000 | P63165 | SUMO1 binding to a labelled peptide, TR-FRET, 1 h | inhibition, % at 20 µM | AID 602429; in the data active means inhibition above about 37%
Rpn11 block: Rpn11 (human) deubiquitinase inhibition; human 26S proteasome, Ub4-pepOG fluorescence polarization; 20S core pre-blocked with epoxomicin; calls only at 20 µM; hit rate 0.59% among 360,000;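 active means inhibition at 20 µM, scaled to each plate's controls, above about 33%, limit read from the data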
NadD inh: blocks S. aureus nicotinate mononucleotide adenylyltransferase; purified NadD enzyme, colorimetric absorbance read-out; inhibition, % at 20 µM; hit rate 0.78% among 360,000; AID 602399; in the data active means inhibition above about 26%; further: some compounds past the cut are filed as inactive
CSN inh: inhibitors of human CSN-mediated cullin deneddylation. hit rate 0.38% among 360,000. inhibition, % at 12.5 µM. Purified CSN, SCF-Nedd8-OG deneddylation, fluorescence polarization. AID 651999;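 active means pattern-corrected inhibition above about 35%, with an unprinted fluorescence ratio check between 0.5 and 1.5, limit read from the data, passing the limit was not always enough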;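 further: 0% = enzyme with substrate and 100% = substrate without enzyme; some results filed as inactive read as strong as hits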
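Material: purified human Csn5 enzyme expressed in HEK293T cells / Medium: Tris buffer pH 7.5, NaCl, DTT, Tween-20, trehalose, ovalbumin / Compound dosing: 12.5 µM single point / Schedule: 90 min incubation of compound, enzyme and substrate at room temperature / Signal: fluorescence polarization of the substrate / Control set: no-enzyme wells high, enzyme-with-substrate wells low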
Numbers without * were called inactive; i = inactive; / = no result given. Some of the compounds tested (hit frequency here may not be typical).

canonical_smiles | Scp-1 inhibitor | DNMT1 block | Tb MetRS inh | LMPTP block | STEP inh | PABP1 MLLE inh | SUMO1-SIM PPI | Rpn11 block | NadD inh | CSN inh
O=C(C1CCC(=O)N1C1CCCC1)N1CCC2(CC1)OCCO2 (stereo not given) | -3 | -1 | -0.5 | -2.8 | -1 | 2 | 4 | i | -3 | -1
CC1=NCCc2c1[nH]c1cc(O)ccc21 | -11 | 163* | -1.0 | 2.1 | -3 | i | -41 | i | 4 | -74
COc1cccc(NC2=NCCCS2)c1 | -2 | -4 | -0.4 | -0.3 | 2 | 1 | 3 | i | -6 | -2
c1ccc(C2(NC3=NCCO3)CCCCC2)cc1 | / | 2 | -0.2 | 0.8 | 0 | -10 | -1 | i | -2 | -4
COC(=O)C1=C(c2c(C)noc2C)C[C@@H]2CC[C@H]1N2C(=O)NCCNC(C)=O | -3 | 0 | -0.2 | 0.3 | -3 | -10 | 3 | i | 2 | 0
COc1ccc(-n2c(O)c(C=Nc3c(C)n(C)n(-c4ccccc4)c3=O)c(=O)[nH]c2=O)cc1 | 12 | -1 | -0.7 | -0.9 | -3 | -14 | -5 | i | 0 | 1
Fc1ccc(CNCCc2ccc3c(c2)OCO3)cc1 | -2 | 2 | -1.7 | -1.9 | -2 | 1 | 3 | i | -6 | -2
COc1ccc(C=C2C(=O)NC(=S)NC2=O)cc1 | 4 | -2 | 0.0 | -0.6 | 3 | 19 | -4 | i | 0 | -1
CN1CCN(C(=O)Cc2nc3ccccc3[nH]2)CC1 | -8 | -2 | -0.4 | -2.0 | -1 | 0 | -3 | i | -5 | 0
CC/C(=N\NC(=O)Nc1ccccc1)c1c(O)n(Cc2ccccc2)c(=O)[nH]c1=O | -10 | 0 | 0.5 | -0.2 | 1 | -8 | 5 | i | -2 | 1
Clc1ccc(CCC(Cn2ccnc2)Sc2c(Cl)cccc2Cl)cc1 (stereo not given) | 9 | -17 | -0.5 | 9.1 | 0 | -4 | 3 | i | 20 | -3
CCCOc1ccc(N2C(=O)CC(N3CC=C(c4ccccc4)CC3)C2=O)cc1 (stereo not given) | -1 | -6 | 0.4 | 1.0 | 0 | 1 | 3 | i | 14 | -7
O=C1NC(=O)C2(CCCC2)C(=O)N1 | -2 | -1 | -0.2 | -1.2 | 0 | 2 | 3 | i | 1 | 2
C[n+]1c2ccccc2nc2ccc(NCCO)cc21 | -12 | 25 | -0.9 | 14 | 8 | 29 | -22 | i | 10 | 7
O=C(CCN1CCCCC1)Nc1ccc(Cl)cc1C(=O)c1ccccc1 | -4 | -7 | -0.6 | -0.4 | 1 | 6 | -1 | i | 9 | 6
O=C(Cc1ccccc1)Oc1ccccc1N1C(=O)CCC1=O | -2 | 3 | 0.2 | -1.1 | -2 | -14 | -1 | i | 6 | -1
O=c1[nH]c(O)c(C=NCCc2ccccc2)c(=O)[nH]1 | -3 | 4 | -0.8 | -2.6 | 0 | -34 | 6 | i | -4 | 2
Cc1ccc(N2C(=O)/C(=C/c3ccc(CN(CCC#N)S(C)(=O)=O)o3)C(=O)NC2=S)cc1 | 43 | 110* | 0.4 | 6.3 | 19 | -10 | 39* | i | 28 | 48*
COc1ccc(-c2nn(CCC#N)cc2C(=O)NCc2ccccc2)cc1OC | -6 | 3 | -0.4 | 0.1 | 0 | 7 | -1 | i | 5 | -1
CN1CCN2c3ccc(N)cc3CC3(C(=O)NC(=O)NC3=O)C2C1 (stereo not given) | -13 | -3 | 0.3 | -0.5 | -4 | 18 | 3 | i | -2 | 0
COc1ccc(C2C3C=CC(C3)C2C(=O)O)cc1 (stereo not given) | / | 8 | 0.1 | -2.7 | -2 | 3 | 21 | i | -2 | 2
Cn1cc(C(=O)NP(=O)(N2CCOCC2)N2CCOCC2)c2ccccc21 | -11 | -1 | 0.2 | -1.1 | 1 | -9 | 3 | i | -7 | 4
CCn1c(O)c(C=Nc2ccc(S(N)(=O)=O)cc2)c(=O)[nH]c1=S | -2 | 3 | 0.5 | -0.3 | -3 | -48 | -8 | i | -1 | 11
COc1ccc(C(=O)C23CN4CN(CN(C4)C2)C3)cc1 | -3 | 2 | -0.6 | 0.5 | -2 | 3 | 0 | i | -5 | 1

Results in DNMT1 block, Tb MetRS inh and SUMO1-SIM PPI, for 2 of the compounds above:
molecule,DNMT1 block,Tb MetRS inh,SUMO1-SIM PPI
O=C1NC(=O)C2(CCCC2)C(=O)N1,-1,-0.2,3
C[n+]1c2ccccc2nc2ccc(NCCO)cc21,25,-0.9,-22

Next section:
canonical_smiles | Scp-1 inhibitor | DNMT1 block | Tb MetRS inh | LMPTP block | STEP inh | PABP1 MLLE inh | SUMO1-SIM PPI | Rpn11 block | NadD inh | CSN inh
O=NN(CCF)C(=O)NC1CCC(=O)NC1=O (stereo not given) | / | / | -0.8 | -1.0 | / | / | -2 | / | 15 | -2
Cn1c(O)c(C(=NCCc2c[nH]c3ccccc23)c2ccccc2)c(=O)n(C)c1=O | -1 | -3 | 0.1 | 0.1 | -2 | -13 | 2 | i | -1 | -3
CN1CCC(N(C)c2nc(-c3ccccc3)nc3ccccc23)CC1 | 4 | 18 | -1.4 | 24 | -2 | 2 | 1 | i | 0 | -1
CC(C)n1cc(C(=O)N(CC(=O)NC2CCCC2)Cc2ccccc2)cn1 | -7 | 4 | -0.6 | -0.4 | -12 | 3 | 0 | i | 6 | 5
O=C(Cc1ccccc1)OCn1nnc2ccccc2c1=O | -5 | 3 | -1.1 | -0.1 | -2 | -4 | 0 | i | 2 | -1
Cc1cnc[nH]1 | 3 | -1 | -0.3 | 0.0 | -2 | 2 | 1 | i | 2 | 4
c1ccc2oc(N3CCNCC3)nc2c1 | 1 | -3 | -0.4 | -1.2 | 1 | 6 | -3 | i | -5 | 4
CC(=O)Nc1cc(C(=O)N2CCC3(CC2)OCCO3)ccc1S(=O)(=O)c1ccc(Cl)cc1 | -2 | 2 | -1.4 | -0.4 | -14 | 0 | -2 | i | 0 | 0
CN1CCN(/N=C/c2c(O)n(Cc3ccc(F)cc3)c(=O)[nH]c2=O)CC1 | -11 | 0 | -0.6 | -0.4 | -1 | 1 | -5 | i | -6 | -3
O=C(c1cc(-c2cccnc2)nc2ccc(Cl)cc12)N1CCC2(CC1)OCCO2 | 4 | 5 | -1.9 | -2.0 | -5 | 4 | -2 | i | 1 | -4
CCCCN1CCC(O)(c2ccccc2)C(C(=O)c2ccccc2)C1 (stereo not given) | -3 | -1 | -1.0 | 1.1 | -6 | 32 | 1 | i | -6 | 1
Cc1ccc(OC(=O)N(C)C[C@@H]2OCc3cnnn3CCCC(=O)N([C@@H](C)CO)C[C@H]2C)cc1 | / | 5 | -1.2 | -3.5 | -1 | -2 | 2 | i | 1 | 0
N#Cc1ccccc1Cn1cc(C(=O)c2ccccc2F)c2ccccc21 | -5 | -6 | -1.5 | 1.2 | -2 | 3 | 1 | i | -5 | -3
C/C(=N\NC(=O)c1ccncc1)c1c(O)n(-c2ccccc2)c(=O)[nH]c1=O | -15 | -5 | 0.2 | -2.0 | -1 | -7 | -6 | i | 7 | -2
CCC(c1nnnn1-c1ccc2c(c1)OCCO2)N1CCC2(CC1)C(=O)NCN2c1ccccc1 (stereo not given) | / | 1 | -0.5 | 5.2 | 4 | -1 | 12 | i | 3 | 2
CCC(=NCc1cc(OC)cc(OC)c1)c1c(O)n(C)c(=O)n(C)c1=O | -8 | -2 | -0.6 | -1.2 | 2 | -1 | -2 | i | -3 | -2
C[C@@H]1CN([C@H](C)CO)C(=O)CCCn2nncc2CO[C@@H]1CN(C)C(=O)Oc1cccc2ccccc12 | / | 1 | -1.2 | -2.8 | 1 | -24 | 3 | i | -6 | 1
CCN1CCOC(c2ccccc2)C1 (stereo not given) | -5 | 4 | -0.2 | -2.2 | -4 | 8 | 3 | i | -3 | 2
C=CCN1C(=O)NC(=O)/C(=C/c2cc3c4c(c2)CCCN4CCC3)C1=O | -8 | 6 | 0.0 | 13 | -1 | -129 | -4 | i | 13 | 3
O=C(C1CC(=O)N(C2CCCCC2)C1)N1CCC2(CC1)OCCO2 (stereo not given) | -5 | 4 | -0.7 | -0.5 | -5 | -7 | 1 | i | -2 | -8
CCCCP(=O)(O)c1ccccc1 | -5 | -2 | -0.9 | -2.0 | -1 | -8 | 2 | i | -3 | -5
Cc1cc(C)[n+](CCCC[n+]2c(C)cc(C)cc2C)c(C)c1 | -3 | -7 | -0.3 | 0.2 | 0 | 5 | 0 | i | 1 | -4
Cc1ccc(N2C(=O)NC(=O)/C(=C\c3cc(C)n(-c4cc(C(=O)O)cc(C(=O)O)c4)c3C)C2=O)cc1 | 51* | 41 | -1.5 | -1.4 | 5 | 8 | 12 | i | -2 | 9
CC1(C)CC(CCNCc2ccc3c(c2)OCO3)(Cc2ccccc2)CCO1 (stereo not given) | 1 | 0 | -0.5 | 2.6 | 0 | 3 | -3 | i | -2 | -14
CCC(C)n1c(O)c(/C=N/Nc2ccccc2)c(=O)[nH]c1=S (stereo not given) | -7 | -8 | 0.5 | 1.6 | 0 | 7 | -5 | i | 1 | -7

Full records, looked up by structure:
O=C(Cc1ccccc1)OCn1nnc2ccccc2c1=O reads Scp-1 inhibitor = -5; DNMT1 block = 3; Tb MetRS inh = -1.1; LMPTP block = -0.1; STEP inh = -2; PABP1 MLLE inh = -4; SUMO1-SIM PPI = 0; Rpn11 block = i; NadD inh = 2; CSN inh = -1
CC1(C)CC(CCNCc2ccc3c(c2)OCO3)(Cc2ccccc2)CCO1 (stereo not given) reads Scp-1 inhibitor = 1; DNMT1 block = 0; Tb MetRS inh = -0.5; LMPTP block = 2.6; STEP inh = 0; PABP1 MLLE inh = 3; SUMO1-SIM PPI = -3; Rpn11 block = i; NadD inh = -2; CSN inh = -14
COc1ccc(-n2c(O)c(C=Nc3c(C)n(C)n(-c4ccccc4)c3=O)c(=O)[nH]c2=O)cc1 reads Scp-1 inhibitor = 12; DNMT1 block = -1; Tb MetRS inh = -0.7; LMPTP block = -0.9; STEP inh = -3; PABP1 MLLE inh = -14; SUMO1-SIM PPI = -5; Rpn11 block = i; NadD inh = 0; CSN inh = 1
